From PubChem
sEH activator – soluble epoxide hydrolase activators, primary screen, biochemical, human sEH. Bifunctional epoxide hydrolase 2 (Homo sapiens), P34913. purified human sEH enzymatic activity, activator screen. activation, % at 2 µM. 0.04% of 91,000 active. AID 717, 2007; in the data active = activation above about 37%; also: values of inactives mirror those of a sister screen read the other way
Target sequence (P34913 whole entry, looked up): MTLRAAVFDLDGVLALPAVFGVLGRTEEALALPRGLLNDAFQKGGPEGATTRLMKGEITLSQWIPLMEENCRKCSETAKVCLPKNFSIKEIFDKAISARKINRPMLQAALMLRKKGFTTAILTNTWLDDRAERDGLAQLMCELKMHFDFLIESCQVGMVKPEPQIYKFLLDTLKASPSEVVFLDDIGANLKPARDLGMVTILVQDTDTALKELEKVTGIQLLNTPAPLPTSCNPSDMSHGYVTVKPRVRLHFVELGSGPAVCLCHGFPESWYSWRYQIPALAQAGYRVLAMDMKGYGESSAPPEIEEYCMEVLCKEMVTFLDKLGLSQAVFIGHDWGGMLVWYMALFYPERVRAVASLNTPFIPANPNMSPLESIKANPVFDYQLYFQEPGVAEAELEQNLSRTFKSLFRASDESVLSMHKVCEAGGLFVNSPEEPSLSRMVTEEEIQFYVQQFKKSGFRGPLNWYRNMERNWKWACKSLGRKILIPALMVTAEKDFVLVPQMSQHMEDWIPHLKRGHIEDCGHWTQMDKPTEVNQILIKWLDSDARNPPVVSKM
Candida biofilm – clotrimazole potentiators killing Candida biofilms, primary screen, with clotrimazole, Alamar Blue; C. albicans biofilm + clotrimazole; inhibition, % at 6 µM; 0.14% of 85,000 active;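 active = inhibition above 20%; inactive = inhibition below 20%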;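 also: preformed 24 hr biofilms exposed to compound for 48 hr; 0% = biofilm without compound and 100% = blank killed by clotrimazole plus chlorhexidine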
cytoskel mod – modifiers of F-actin cytoskeleton organization, primary screen, imaging, HUVEC, phalloidin staining, high-content imaging; HUVEC TNFa F-actin phalloidin imaging; inhibition, % at 2 µM; 0.18% of 91,000 active; AID 836, 2007;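 active = inhibition above the batch mean plus 3 SD and confirmed as a hit by visual image inspection, cut at about 30% in these data, passing the limit was not always enough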; also: strong numbers were not always called active
HUVEC tox IL1B – cytotoxicity in IL-1B stimulated HUVEC, primary screen, cytotoxicity control for IL-1B NFkB translocation project, imaging, Hoechst nuclear count, IL-1B stimulus; AID 845, 2007; 0.41% of 94,000 active; cell count reduction, % at 2 µM; HUVEC cell count loss;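 active = cell count reduction more than 3 SD above the screen-wide mean, cut at about 70% in these data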;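 also: normalized per plate to untreated control cells as the no-loss baseline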
Smad3 inh – Smad3/FoxH1 peptide binding inhibitors, primary screen, biochemical, TR-FRET; Mothers against decapentaplegic homolog 3 (Homo sapiens), P84022; TR-FRET Smad3/Dy647-FoxH1 peptide binding, europium anti-His; inhibition, % at 25 µM; 0.29% of 88,000 active; AID 630, 2007;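 active = compounds that reduce the energy-transfer binding signal between the protein and its labelled peptide by more than half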;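 also: 0% = Smad3 plus labelled peptide maximal FRET and 100% = peptide-only background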
HUVEC tox TNFa – cytotoxicity in TNFa-stimulated HUVEC, primary screen, cytotoxicity control for VCAM1 expression modulator project, imaging, Hoechst nuclei count | AID 848, 2007 | HUVEC TNFalpha-stimulated, Hoechst cell count | cell count reduction, % at 2 µM | 0.17% of 93,000 active;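 active = cell count reduction exceeding the screen mean by over 5 SD, scaled to untreated wells per plate, cut at about 78% in these data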;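 also: cells counted after 24 h of TNF alpha exposure following the 1 h pretreatment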
ERb SRC1 inh – inhibitors of ERβ-SRC1 coactivator interaction, primary screen, biochemical, TR-FRET, ERβ LBD, SRC-1 peptide | Estrogen receptor beta (Homo sapiens), Q92731 | 1.3% of 86,000 active | TR-FRET ER-beta LBD / SRC1-Cy5 peptide binding; receptor agonist-loaded with 1 µM estradiol | inhibition, % at 25.6 µM | AID 633, 2007;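 active = compounds whose percent inhibition of the receptor-coactivator binding signal exceeds about 50% in the single-dose screen, limit read from the data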;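 also: 0% = receptor plus peptide wells without compound and 100% = peptide-only wells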
Target sequence (Q92731 whole entry, looked up, the tested form may be a part): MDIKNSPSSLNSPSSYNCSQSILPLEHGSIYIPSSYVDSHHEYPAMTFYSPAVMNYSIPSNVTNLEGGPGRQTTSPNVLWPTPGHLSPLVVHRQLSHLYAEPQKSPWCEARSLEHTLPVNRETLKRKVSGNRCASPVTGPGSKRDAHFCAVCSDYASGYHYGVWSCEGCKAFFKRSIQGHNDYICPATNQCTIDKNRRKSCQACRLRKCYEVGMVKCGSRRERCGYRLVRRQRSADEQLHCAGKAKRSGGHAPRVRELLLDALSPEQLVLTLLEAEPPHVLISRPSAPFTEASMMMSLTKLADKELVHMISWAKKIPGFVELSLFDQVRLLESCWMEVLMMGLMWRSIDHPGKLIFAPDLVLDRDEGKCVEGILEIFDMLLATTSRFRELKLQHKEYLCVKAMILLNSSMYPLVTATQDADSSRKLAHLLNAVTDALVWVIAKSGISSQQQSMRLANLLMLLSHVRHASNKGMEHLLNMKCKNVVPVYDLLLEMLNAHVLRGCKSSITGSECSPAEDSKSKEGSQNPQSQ
VCAM1 TNFa inh – inhibitors of TNFa-induced VCAM1 expression, primary screen, imaging, HUVEC, TNFa stimulus, immunofluorescence; HUVEC TNFa-induced VCAM-1 immunofluorescence, high-content imaging; inhibition, % at 2 µM; 0.48% of 95,000 active; AID 802, 2007;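 active = inhibition above the batch mean plus 3 SD, with images confirmed as a hit by eye, cut at about 37% in these data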;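 also: 0% = TNF-stimulated DMSO wells and 100% = unstimulated control wells; not every result past the cut was called active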
sEH inhibitor – soluble epoxide hydrolase inhibitors, primary screen, biochemical, human sEH | recombinant human sEH enzymatic activity assay | inhibition, % at 2 µM | 0.34% of 91,000 active | Bifunctional epoxide hydrolase 2 (Homo sapiens), P34913; in the data active = inhibition above about 80%; also: values of inactives mirror those of a sister screen read the other way; many of its hits are not listed in these tables
Numbers without * were called inactive; nt = no result given; [ ] = another dose, or the depositor's remark. Only part of the results is shown; count on the stated rates, not on these rows.

SMILES	sEH activator	Candida biofilm	cytoskel mod	HUVEC tox IL1B	Smad3 inh	HUVEC tox TNFa	ERb SRC1 inh	VCAM1 TNFa inh	sEH inhibitor
CC1CCc2nc(NC(=O)CSc3nc4ccccc4o3)sc2C1 (stereo unspecified)	7	0	5	-25	3	0	-28	2	-3
COc1ccc(CCNC(=O)c2ccc(CS(=O)(=O)c3ccc(C)cc3)o2)cc1OC	4	1	15	6	0	-7	33	-6	-5
CCC(C)C(=O)Nc1ncc2c(n1)CC(c1cccs1)CC2=O (stereo unspecified)	-20	4	10	6	7	-10	8	-20	22
Cn1c(CN2CCN(CC#N)CC2)c(C#N)c2ccccc21	-8	0	-4	9	3	-24	0	-40	9
Cc1ccccc1C(=O)NN(C)c1nc2ccccc2nc1C(F)(F)F	-9	nt	-25	16	nt	3	nt	16	9
COc1ccc(N=C2C(=Nc3ccc(OC)cc3)N(c3ccccc3)C(=S)N2C(=O)c2ccc(Cl)cc2)cc1	8	5	-6	14	7	-3	-11	11	-5
COC(=O)CC1SC(=O)NC1=O (stereo unspecified)	-7	5	-8	-7	-6	6	9	21	9
Clc1ccc(NC2=NCCC2)cc1Cl	3	1	15	-2	-6	14	-10	25	-2
COc1ccc(OCCSc2n[nH]c(N)n2)cc1	12	nt	10	-11	nt	5	nt	14	-8
CCOC(=O)c1cnc(SC)nc1Oc1cccc(NS(=O)(=O)c2ccc(F)cc2)c1	-16	nt	-40	-29	nt	-19	nt	-1	16
Cc1ccc(-c2noc(C3CCCN(C(=O)C4CCCCC4)C3)n2)o1 (stereo unspecified)	-17	-2	-13	0	-11	-4	-3	-4	18
O=C(Nc1nccs1)c1c(O)c2cccc3c2n(c1=O)CCC3	1	0	6	-7	4[fluorescence artefact?]	-24	-41[fluorescence artefact?]	30	2
CCOC(=O)N1CCC(NC(=O)c2cccc3c2C(=O)N(CCOC)C3)CC1	2	-1	-15	-9	4	-13	-6	0	-4
CCOC(=O)CCP(=O)(O)C(C)(O)c1ccccc1 (stereo unspecified)	11	-1	nt	1	-4	22	18	10	-13
O=C1Cc2ccccc2Sc2ccccc21	-4	nt	1	-12	nt	-16	nt	7	5
COc1ccc(-c2cc(C(F)(F)F)nc(N3CCN(c4ccc(F)cc4)CC3)n2)cc1OC	5	13	7	-28	-7	-1	3[fluorescence artefact?]	7	-4
CCOC(=O)C1=C(N)OC2=C(C(=O)CC(C)(C)C2)C1c1ccco1 (stereo unspecified)	-1	6	-1	-16	-2[fluorescence artefact?]	-20	-1	4	1
COC(=O)C(O)(CC(=O)Nc1ccc(Cl)cc1Cl)C(F)(F)F (stereo unspecified)	4	-1	-11	10	6	5	-18	-17	-1
CCOC(=O)N1CCC(Nc2cccc(SC)c2)CC1	4	4	nt	-53	-14	-12	-19	-32	-3
Cc1cccc2nc(CSc3ccccc3N)cn12	14	-1	4	30	4	-27	-6	0	-10
COc1cc(OC)cc(C(=O)N2CCN=C2SCc2cccnc2)c1	-3	-2	14	0	0	-32	-2	14	2
Cc1ccc(CSc2sc(C(=O)c3ccccc3)c(N)c2C#N)cc1	1	-4	8	22	8	6	19	0	-3
CCOC(=O)c1oc2cccc(O)c2c1C	6	5	-12	-38	-6	-23	-11	-12	-4
CCOC(=O)c1c(NC(=S)Nc2ccccc2)sc2c1CCCCC2	10	nt	6	-11	nt	-12	nt	4	-11
CCOC(=O)C1C(c2ccc(C)o2)NC(=O)NC1(O)C(F)(F)F (stereo unspecified)	-15	3	-28	-26	-6	-11	3	-6	15
CCOC(=O)c1[nH]c2ccccc2c1N=CN(CC)CC	nt	7	-5	nt	7	18	3[fluorescence artefact?]	-10	nt
Cc1ccc(-n2nnc3c(=O)n(CC(=O)c4ccccc4)cnc32)cc1	0	6	2	-9	3	-16	-4[fluorescence artefact?]	16	-2
NC(=O)NC(=O)CSc1nnc(-c2ccco2)n1Cc1ccccc1	15	11	5	-14	13	16	-15	-8	-16
COc1cc(NC(=O)c2cc(Cl)ccc2Cl)ccc1-c1cc2ccccc2oc1=O	5	nt	15	-34	nt	-43	nt	-10	-7
O=C(O)c1ccccc1C(=O)Nc1ccccc1	4	3	-7	13	-2	13	3	4	-4
O=C(Nc1nc(-c2ccc3c(c2)OCCO3)cs1)c1ccc(S(=O)(=O)N2CCCCC2)cc1	-11	6	-29	-18	6	-1	15[fluorescence artefact?]	5	12
CCc1nc(Nc2ccc3c(c2)OCCO3)c2oc3ccccc3c2n1	18	-2	-4	1	-4	13	7	9	-16
O=C1NC(=O)C(c2cn(-c3ccccc3)nc2-c2ccc(F)cc2)N1 (stereo unspecified)	3	3	-6	-6	-11	-3	-7	-11	2
COC(=O)CNC(=O)C(C)NC(=O)OCc1ccccc1 (stereo unspecified)	nt	3	-4	nt	0	1	-6	2	nt
COc1ccc2c(c1)c(C(O)CN1CCN(Cc3ccc4c(c3)OCO4)CC1)c(C)n2C (stereo unspecified)	8	-2	-23	-1	-9	8	-10	8	-8
COC(=O)C1(C(=O)OC)NOC2C(=O)N(c3ccccc3)C(=O)C21 (stereo unspecified)	-2	nt	12	-3	nt	-12	nt	1	4
O=C(CCCCC(=O)NCc1cccs1)NCc1cccs1	-3	6	5	-126	-1	-14	2	-4	-2
CCSc1nc2c(c(=O)[nH]1)C(C(C)C)C(C#N)=C(N)O2 (stereo unspecified)	1	5	16	-1	2	-30	-8	5	-2
CCOCC(=O)Nc1cc(C(=O)OC)ccc1C(=O)OC	5	5	2	12	-10	-5	7	0	1
COc1ccc(OC)c(-c2cc(C3CCN(c4ncccc4[N+](=O)[O-])CC3)[nH]n2)c1	2	14	4	nt	-4	-8	4	13	-1
O=C(Cc1coc2ccc3ccccc3c12)Nc1nccs1	-22	4	nt	-14	7	2	-6	-16	20
CCOc1cccc2cc(-c3csc(NC(=O)CCC(=O)N4CCC(C)CC4)n3)c(=O)oc12	-9	0	0	-29	-169	-18	9	0	6
COc1ccc(-c2csc(C)n2)cc1OC	0	2	nt	-5	-9	-8	8	-10	-1
O=C(Nc1cc(C(=O)N2CCCC2)ccc1N1CCCC1)c1ccccc1F	2	4	1	20	20	-44	-6	9	1
CCOC(=O)N1CCN(CC(=O)n2c(C)c(C)c3ccccc32)CC1	-1	-4	12	-26	2	-8	-2[fluorescence artefact?]	26	2
Cc1cccc(-c2nnc(SCC#N)n2Cc2ccccc2)c1	7	4	19	4	-2	-28	1	-18	-7
Cc1csc(-c2cnn(-c3ccccc3)c2NC(=O)c2cccc(C(F)(F)F)c2)n1	-6	nt	-5	3	nt	-13	nt	11	6
O=C(CSc1nnc(-c2ccccn2)n1Cc1ccccc1)N1CCCC1	-5	4	15	-5	-5	-25	-2	-8	6
O=C(CSc1ccc(Cl)cc1)N1CCOCC1	6	3	nt	-8	-17	nt	-22	nt	-1
O=c1[nH]c2cc3c(cc2cc1CN(CCc1ccccc1)Cc1nnnn1C1CCCC1)OCCO3	-40	-4	10	-6	3	-5	13	-26	41
(cont.)
SMILES	sEH activator	Candida biofilm	cytoskel mod	HUVEC tox IL1B	Smad3 inh	HUVEC tox TNFa	ERb SRC1 inh	VCAM1 TNFa inh	sEH inhibitor
Cc1ccc(C(=O)Nc2cc(Cl)ccc2OC(=O)c2ccc(C)cc2)cc1	11	nt	5	nt	nt	-12	nt	10	-11
Cc1nc(SCC(=O)NCc2ccco2)c2c(C)c(C)sc2n1	-6	4	15	-37	-11	20	2	10	6
Cc1ccc(NC(=O)CN2C(=O)NC3(CCc4ccccc43)C2=O)cc1Cl (stereo unspecified)	-5	nt	0	-20	nt	-18	nt	-8	3
COC(=O)c1cccc(N2C(=O)c3ccccc3S2(=O)=O)c1	10	5	-1	6	8	13	-1	10	-13
COC(=O)C1=C(C(=O)OC)SC2(S1)C(C(=O)OC)=C(C(=O)OC)SC1=C2c2cccc(C)c2NC1(C)C	-4	3	11	-10	7	-32	-6	-2	7
CCc1cc(C)c(O)c(CC)n1	4	1	-3	-5	-3	5	-10	1	-6
COc1cccc(-c2cc(C(=O)Nc3ccc(OC)c(OC)c3)no2)c1	-1	2	-20	-6	-10	20	4	-10	4
Cc1cc(C(C)(C)C)oc1C(=O)N(CC(=O)NC1CCCC1)c1cccc(C(F)(F)F)c1	-8	nt	-7	-20	nt	-14	nt	12	10
CN1OC(COC(=O)c2ccc(Cl)cc2Cl)CC1c1ccccc1 (stereo unspecified)	8	nt	17	20	nt	-16	nt	5	-10
CC1CC(c2ccccc2)n2nc(NC(=O)CCc3ccccc3)nc2N1 (stereo unspecified)	-4	nt	6	-1	-7	-12	0	12	4
COC(=O)c1cc[n+](CC(=O)c2ccccc2)cc1	-8	nt	1	1	nt	-21	nt	6	10
Cc1cc2nn(-c3cccc4ccccc34)nc2cc1NC(=O)c1cccs1	7	2	-22	3	6	1	3	-25	-8
c1csc(-c2nn3c(Cn4nnc5ccccc54)nnc3s2)c1	0	0	7	-107	-22	-4	-7[fluorescence artefact?]	-6	1
c1ccc(-c2n[nH]nc2-c2ccccc2)cc1	-3	5	-1	-23	1	-19	14	17	2
Cc1oc(-c2ccccc2F)nc1CN1CCC(C(=O)NC2CCCc3ccccc32)CC1 (stereo unspecified)	nt	nt	-14	-26	nt	9	nt	0	nt
O=C(CSCc1ccccc1)N1CCN(c2ccc(F)cc2)CC1	5	3	-1	20	-16	nt	10[fluorescence artefact?]	20	-2
CN(C)CCCNS(=O)(=O)c1ccc(Oc2ncc(C(F)(F)F)cc2Cl)cc1	2	nt	-1	-18	nt	-24	nt	3	0
COC(=O)c1cc(OC)c(OC)cc1NC(=O)Cc1ccccc1[N+](=O)[O-]	-10	nt	4	-112	nt	-8	nt	4	8
CN(CC(=O)Nc1c(Cl)cccc1Cl)C(=O)CCCN1C(=O)c2ccccc2C1=O	16	nt	-10	0	nt	-9	nt	-1	-17
O=C(O)c1ccc(CN2C(=O)c3ccccc3S2(=O)=O)cc1	3	5	18	9	-10	-15	-4	-26	-4

Reformatted: 3 of the compounds above
The line under a structure holds: sEH activator | Candida biofilm | cytoskel mod | HUVEC tox IL1B | Smad3 inh | HUVEC tox TNFa | ERb SRC1 inh | VCAM1 TNFa inh | sEH inhibitor
COC(=O)c1cc[n+](CC(=O)c2ccccc2)cc1
  -8 | nt | 1 | 1 | nt | -21 | nt | 6 | 10
Cc1cc2nn(-c3cccc4ccccc34)nc2cc1NC(=O)c1cccs1
  7 | 2 | -22 | 3 | 6 | 1 | 3 | -25 | -8
c1csc(-c2nn3c(Cn4nnc5ccccc54)nnc3s2)c1
  0 | 0 | 7 | -107 | -22 | -4 | -7[fluorescence artefact?] | -6 | 1

More entries.
SMILES	sEH activator	Candida biofilm	cytoskel mod	HUVEC tox IL1B	Smad3 inh	HUVEC tox TNFa	ERb SRC1 inh	VCAM1 TNFa inh	sEH inhibitor
Cc1ccc(-c2nnc(N(C)C(=O)C3CCCO3)s2)cn1 (stereo unspecified)	6	5	nt	nt	1	nt	28	nt	-5
CC(C)(C)n1nnnc1C(c1cccnc1)N(Cc1ccccc1)Cc1cccs1 (stereo unspecified)	2	6	-10	-3	-9	-9	5	11	1
CCn1c(SCC(=O)c2cc(OC)ccc2OC)nnc1C(C)C	-2	11	11	-17	10	-9	-5	-7	0
CN(C)C(=O)CSc1nnc(CCNC(=O)OC(C)(C)C)o1	-8	6	-39	-24	7	-8	-2	-8	8
CCc1c(C)nc(SCC(N)=O)c(C#N)c1C	10	3	-7	2	-5	-14	-27	16	-9
